GALR2 blocker = antagonists of human galanin receptor 2 (GALR2); GALR2-expressing cells, antagonist mode; inhibition, % at 4 µM; 140,000 compounds, 0.39% hits; in the data active means inhibition above about 27%;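 further: cells stimulated with galanin 1-16 at roughly its EC80; 0% = agonist challenge control and 100% = basal control without agonist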
Target sequence (O43603 whole entry, looked up): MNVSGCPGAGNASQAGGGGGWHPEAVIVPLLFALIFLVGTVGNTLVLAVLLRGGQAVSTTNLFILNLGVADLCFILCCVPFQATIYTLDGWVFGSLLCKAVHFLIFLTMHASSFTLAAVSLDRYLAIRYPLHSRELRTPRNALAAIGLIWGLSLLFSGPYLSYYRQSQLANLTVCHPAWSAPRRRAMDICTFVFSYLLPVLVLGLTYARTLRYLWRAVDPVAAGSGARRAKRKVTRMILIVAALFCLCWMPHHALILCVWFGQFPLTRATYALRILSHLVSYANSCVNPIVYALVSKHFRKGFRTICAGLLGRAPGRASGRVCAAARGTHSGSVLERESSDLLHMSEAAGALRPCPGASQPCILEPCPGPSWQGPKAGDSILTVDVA
NPY-Y2 antag = antagonists of human neuropeptide Y receptor Y2; NPY-Y2 expressing cells, antagonist mode; inhibition, % at 2.7 µM; 140,000 compounds, 0.99% hits; AID 793; in the data active means inhibition above about 17%;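 further: 0% = vehicle with agonist challenge and 100% = reference antagonist with challenge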
Target sequence (P49146 whole entry, looked up): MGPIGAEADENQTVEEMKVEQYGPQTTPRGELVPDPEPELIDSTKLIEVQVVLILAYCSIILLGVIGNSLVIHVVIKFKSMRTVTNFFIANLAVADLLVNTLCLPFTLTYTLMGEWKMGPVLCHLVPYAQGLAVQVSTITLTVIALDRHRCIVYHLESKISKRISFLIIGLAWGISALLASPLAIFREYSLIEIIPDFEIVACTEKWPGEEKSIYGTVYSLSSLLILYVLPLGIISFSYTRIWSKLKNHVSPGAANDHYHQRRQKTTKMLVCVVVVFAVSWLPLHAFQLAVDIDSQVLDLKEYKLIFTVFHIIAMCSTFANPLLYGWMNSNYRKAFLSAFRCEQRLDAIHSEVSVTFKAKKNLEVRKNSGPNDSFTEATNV
bCat KO growth = beta-catenin-lacking colon tumor cell growth suppression; 140,000 compounds, 1.5% hits; HCT116 beta-catenin knockout viability, CellTiter-Glo, 60 h; hits give low values; AID 818; viability, % at 10 µM;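 active means viability at or under a set limit, the compound median less 4 SD, cut at about 6% in these data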;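 further: 0% = Hyamine 1622 control at 20 µM and 100% = untreated cell control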
BB579 growth dn = reduces growth of yeast BB579 in restrictive medium | 140,000 compounds, 0.51% hits | AID 804 | S. cerevisiae BB579 growth, OD615, 48 h | inhibition, % at 10 µM;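 active means inhibition above a set limit, 3 SD over the mean compound inhibition, cut at about 44% in these data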; further: inactives centre near -24
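Material: Saccharomyces cerevisiae DeaD strain BB579, replicative lifespan model yeast; buffer or medium: CSMM-D restrictive synthetic medium containing dextrose (glucose); compound: 10 µM single dose, DMSO 0.25%; timing: 48 h compound exposure at 30 °C after 4 h preincubation; signal: turbidity as optical density at 615 nm; benchmarks: positive control amphotericin B 10 µg/mL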
MRP-1 activ = activates MRP-1; H69AR cells + doxorubicin, viability rescue, CellTiter-Glo; 140,000 compounds, 0.61% hits; viability increase, % at 10 µM;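 active means viability gain under doxorubicin at or above a set limit, the compound median plus 3 SD, cut at about 4.7% in these data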;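 further: MRP-1 overexpressing cells given doxorubicin 25 µM after compound pretreatment; 18-22 h compound pretreatment then 72 h with doxorubicin before readout; 0% = doxorubicin-only wells and 100% = vehicle-treated cells without doxorubicin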
PTEN del growth = suppresses growth of cells with PTEN deletion. HCT116 PTEN-null viability, CellTiter-Glo, 60 h; hits give low values. 140,000 compounds, 1.2% hits. AID 827. viability, % at 10 µM;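 active means viability at or below a set limit, 4 SD under the median of all tested compounds, cut at about 3.7% in these data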;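 further: PTEN knockout HCT116 line with beta catenin targeted HCT116 as companion control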
E-sel TNF inh = TNF alpha driven E-selectin expression inhibition | HUVEC TNFa-induced E-selectin immunofluorescence, high content | inhibition, % at 2 µM | 120,000 compounds, 0.71% hits;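 active means inhibition above the batch mean plus 3 SD, and confirmed as a hit on visual image review, cut at about 43% in these data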;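 further: 0% = TNF-stimulated DMSO wells and 100% = unstimulated control wells; not every result past the cut was called active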
Yeast life ext = yeast lifespan extension. S. cerevisiae growth with nicotinamide, OD615; deaD strain in restrictive glucose medium. inhibition of the nicotinamide effect, % at 10 µM. 130,000 compounds, 0.68% hits. AID 775;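 active means inhibition above a set limit, placed 3 SD over the median of all compounds, cut at about 26% in these data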;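 further: 0% = nicotinamide-treated wells and 100% = cells grown without nicotinamide; some compounds called inactive have numbers as strong as hits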
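Measured by: optical density (absorbance) at 615 nm; System: modified budding yeast, DeaD strain; Medium: restrictive CSMM-D dextrose medium; Timing: 4 h preincubation then 48 h treatment at 30 °C.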
Measles CPE = protection of cells from measles virus; AID 841; protection (pct of control), % at 4 µM; Measles virus-infected cells, CPE protection, absorbance; 140,000 compounds, 1.5% hits; in the data active means protection mostly above about 24%, no sharp cut-off; inactive means mostly below about 26%; further: some compounds called inactive have numbers as strong as hits
Phagocyt inh = inhibitors of macrophage phagocytosis. J774A.1 macrophage IgG-bead phagocytosis, imaging. inhibition, % at 5 µM. 110,000 compounds, 0.07% hits;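 active means inhibition above the mean of the plate negative controls plus 5 SD, cut at about 13% in these data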;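 further: phagocytic index as fraction of beads internalized from green versus red external bead signal; plate controls were DMSO negative control for no effect and cytochalasin-D positive control for full effect; some results beyond the cut were filed as inactive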
Numbers without * were called inactive; nt = no result given; & = joins results of further samples. Hits appear at their usual frequency, and some 6.4% of all compounds hit somewhere here.

SMILES | GALR2 blocker | NPY-Y2 antag | bCat KO growth | BB579 growth dn | MRP-1 activ | PTEN del growth | E-sel TNF inh | Yeast life ext | Measles CPE | Phagocyt inh
CC1=NN(C(=O)c2ccc(Cn3nc(C)c(Br)c3C)cc2)C(O)(C(F)(F)F)C1 (configuration not stated) | 5 | 0 | 51 | -18 | 5.2* | 60 | nt | -1 | 20 | -5
CCC(Oc1ccccc1)C(=O)Nc1ccccc1OC (configuration not stated) | 5 | 3 | 90 | -11 | -3.5 | 89 | 2 | -2 | 6 | -5
CCCOc1ccc(C(=O)NC(=S)Nc2nc3ccc(C)cc3s2)cc1 | 6 | 7 | 51 | -29 | -4.0 | 61 | -36 | -14 | 44 | nt
CCN1CCN(CC(=O)Nc2c(C(=O)OC)[nH]c3cccc(Cl)c23)CC1 | -1 | 0 | 110 | -38 | -0.5 | 109 | nt | -8 | 4 | -2
N#CC1=C(N)Oc2nc(-c3ccccc3)[nH]c2C1c1cccnc1 (configuration not stated) | 1 | -1 | 85 | -10 | 1.6 | 86 | 12 | -3 | 4 | 1
COCCNC(=O)C(c1cccs1)N(Cc1ccccc1)C(=O)Cn1nnc2ccccc21 (configuration not stated) | -4 | 0 | 103 | -12 | -1.2 | 104 | 14 | -6 | 8 | nt
COc1ccc(C2CC(C(F)(F)F)n3nc(CO)c(Cl)c3N2)cc1OC (configuration not stated) | -12 | 3 | 90 | 0 | -2.0 | 92 | nt | -14 | 6 | 0
CCN(C(=O)CCC(=O)N(CC)c1ccccc1)c1ccccc1 | -6 | 2 | 125 | -7 | -1.5 | 97 | 1 | 3 | 10 | -2
Cc1ccc(C(=O)CN2CCC(NC(=O)C3CCCCC3)CC2)cc1 | -5 | -2 | 100 | -19 | -2.4 | 98 | nt | -5 | 4 | -1
Cc1c(Br)ccc(NC(=O)CCN2C(=O)C3C4CCC(C4)C3C2=O)c1C (configuration not stated) | -4 | 6 | 92 | -48 | -2.7 | 97 | -12 | -15 | 26 | 0
O=C(CN(C(=O)CCC(=O)Nc1nccs1)c1ccc(F)c(Cl)c1)NCc1ccco1 | 1 | 2 | 88 | -26 | -2.8 | 80 | nt | -8 | 19 | 1
CC(=O)Nc1ccc(S(=O)(=O)NC2=NCN(CCOC(=O)c3ccccc3)CN2)cc1 | -3 | 1 | 101 | -36 | -0.7 | 112&94 | 4 | -15 | 19 | 1
Cc1nn(Cc2c(F)c(F)c(F)c(F)c2F)c(C)c1NC(=O)c1ccc(COc2ccc(Cl)cc2Cl)o1 | 13 | 5 | 4.7* | -28 | -3.9 | 14 | -4 | 3 | 12 | 3
CC(C)Sc1nnc(Cn2c(=O)sc3ccccc32)n1-c1ccccc1 | 2 | 2 | 95 | -9 | -0.5 | 93 | -6 | 3 | 37 | nt
O=C(NC1CC1)c1ccc(COc2ccc(F)cc2)o1 | 3 | 1 | 102 | -51 | 0.5 | 87 | -24 | -18 | nt | -3
COc1ccccc1NC(=O)Cc1noc(CSc2nnc(C)s2)n1 | 13 | 0 | 103 | -11 | -0.8 | 95 | nt | -3 | 5 | 0
Nc1ncnc(Nc2cccc(C(F)(F)F)c2)n1 | 0 | 0 | 99 | 5 | -1.4 | 105 | 2 | -23 | 4 | nt
CCCc1nc2oc3c(OCC)ncnc3c2c2c1COC(C)(C)C2 | -10 | 2 | 90 | -3 | 3.4 | 79 | 21 | 0 | 15 | -1
CCOC(=O)N1CCN(C(c2cccnc2)c2ccc3cccnc3c2O)CC1 (configuration not stated) | 12 | 3 | 65 | -38 | -2.8 | 69 | 2 | -7 | 20 | 0
COCCn1c(SCC(=O)Nc2nnc(C)s2)nnc1-c1ccncc1 | 0 | 6 | 98 | -6 | -0.2 | 101 | -3 | -4 | 5 | -1
C=CCOc1c2ccc(C(=O)NC3CCCc4ccccc43)cc2nn1C (configuration not stated) | 3 | 3 | 94 | -49 | -3.2 | 92 | -23 | 6 | 7 | nt
O=C(COc1ccccc1Br)NCc1ccccn1 | 10 | 2 | 97 | -22 | -0.1 | 97 | 15 | -25 | 63* | -1
CC1Cc2ccccc2N1C(=O)COC(=O)Cn1nnc(-c2ccccc2)n1 (configuration not stated) | 0 | 4 | 98 | -70 | -1.5 | 98 | 5 | -19 | 19 | nt
Nc1ncnc2c1ncn2CCOc1ccccc1 | 0 | 3 | 94 | -20 | 0.5 | 108 | -9 | -9 | 20 | -1
Cc1ccc(-c2onc3ccc(C=O)cc23)cc1 | 2 | 3 | 25 | 0 | -4.1 | 36 | 11 | -15 | 7 | -1
O=C(CSc1nnnn1-c1ccc2c(c1)CCC2)NCc1cccs1 | -6 | 5 | 92 | -16 | -4.1 | 99 | nt | -14 | 3 | -2
O=C(CSc1nc(-c2ccco2)cc(C(F)(F)F)n1)NCC1CCCO1 (configuration not stated) | 1 | 1 | 96 | -54 | -0.6 | 104 | -40 | -7 | 7 | -1
O=C(C1CC1)N1CCc2cc(S(=O)(=O)NCCC3=CCCCC3)ccc21 | -13 | 14 | 83 | -47 | -0.9 | 82 | -4 | -4 | 10 | nt
O=c1c2ccccc2nc2c3ccccc3c3nncn3n12 | 2 | 1 | 70 | 82* | 0.6 | 75 | -19 | -13 | 2 | -1
CC1CCCCN1CCNC(=O)c1cc2c(=O)n(C)c3ccccc3c2n1C (configuration not stated) | 0 | 5 | 37 | -21 | -4.1 | 36 | 6 | -12 | 1 | 0
CC1Cc2cc(C(=O)O)ccc2O1 (configuration not stated) | 6 | 1 | 81 | -38 | 0.1 | 100 | nt | -24 | 4 | 0
O=C(Nc1ccccc1)OCc1ccccn1 | -11 | 3 | 100 | -15 | 1.0 | 103 | -10 | -23 | 5 | -1
C#CCOC(=O)c1ccccc1C(=O)n1nnc2ccccc21 | 8 | 2 | 89 | -40 | -3.6 | 90 | 5 | 25 | 2 | 1
CC(C)OC(=O)CN1C(=O)C(C)(C)Oc2ccc(C(=O)NC(C)(C)C)cc21 | -8 | 2 | 93 | -40 | -0.4 | 88 | 3 | -8 | 3 | -2
COc1ccc(-n2[nH]c(C)cc2=O)cc1 | 7 | 3 | 88 | -53 | -1.9 | 82 | 24 | -4 | 1 | -1
Cc1cccc(/C=N/NC(=O)c2ccc(Br)cc2)c1 | -1 | 4 | 93 | -42 | 1.0 | 76 | nt | -2 | 12 | -5
O=C(c1cc(-c2cccs2)nc2ccccc12)N1CCN(S(=O)(=O)c2ccccc2)CC1 | 2 | 2 | 77 | -42 | -1.8 | 79 | -15 | -18 | 6 | 0
O=C(NC1CCCCC1)c1cc([N+](=O)[O-])ccc1N1CCCCC1 | -9 | 3 | 70 | -33 | -1.4 | 68 | -31 | -4 | 6 | -1
Cc1ccc2c(c1)NC(=O)C(CC(=O)NCCCN1CCN(C3CCCCC3)CC1)O2 (configuration not stated) | 0 | 2 | 89 | -28 | -1.1 | 91 | -18 | -5 | 4 | 0
CCOC(=O)c1cc(-c2ccc3c(c2)OCCO3)nc2c1c(C)nn2CCC#N | -1 | 4 | 66 | -41 | 0.6 | 58 | -29 | -32 | 6 | 0
CC(Sc1nc(-c2ccccc2)cc(C(F)(F)F)n1)C(=O)NCCN1CCOCC1 (configuration not stated) | 8 | -1 | 100 | 16 | -2.2 | 103 | 23 | -2 | 15 | -1
CC(=O)NC(=O)c1ccc(-c2ccc(Cl)cc2)o1 | -1 | 3 | 88 | 6 | 3.1 | 82 | nt | -7 | 4 | -8
CCOc1ccc(-c2cc(CCCC(=O)Nc3cccc(OC)c3)no2)cc1 | 5 | 8 | 20 | -41 | -4.3 | 21 | -19 | -6 | 4 | 0
Cc1cccc(N2CCN(C(=O)c3cc4ccccc4oc3=O)CC2)c1C | 6 | 7 | 88 | -10 | 1.7 | 80 | nt | -5 | 5 | -1
COc1ccc(CCNC(=O)Cn2c(-c3nonc3N)nc3ccccc32)cc1OC | 6 | 5 | 86 | -75 | -0.9 | 95 | nt | 7 | 8 | -4
Cn1c2ccccc2c2c(C(=O)N3CCN(C(=O)c4ccco4)CC3)cn(C3CCCCC3)c(=O)c21 | -10 | 0 | 75 | -52 | -2.4 | 90 | -19 | -4 | 6 | 0
CCCCC1OC2(C)OC(=N)C1(C#N)C(C#N)(C#N)C2c1ccccc1 (configuration not stated) | 9 | 0 | 87 | -16 | -4.2 | 87 | nt | 2 | 7 | -11
COc1cc(C2=NOC(C(=O)N3CCOCC3)C2)cc(OC)c1OC (configuration not stated) | 12 | 0 | 100 | -72 | -0.1 | 108 | -3 | -10 | nt | -2
O=C(Nc1cccc2ncccc12)c1ccc(-c2ccc(Br)cc2)o1 | -15 | 4 | 89 | -50 | -2.1 | 85 | -3 | -14 | 8 | 3
O=C(c1ccc(F)cc1)C1CCN(C(=O)c2ccncc2)CC1 | 0 | 1 | 100 | -38 | -1.0 | 105 | -22 | -3 | 17 | -1
Cc1cccc(-n2c(SCc3ccc(C#N)cc3)nnc2-c2c[nH]c3ccccc23)c1 | 1 | 0 | 76 | -24 | -1.3 | 80 | 14 | -3 | 8 | nt
Nc1c(C(=O)NCc2ccccc2)nnn1Cc1ccc(F)cc1 | 3 | 4 | 87 | -3 | -2.9 | 79 | -65 | 0 | 7 | 0
c1ccc(-c2nc(-c3ccccn3)no2)cc1 | 2 | 6 | 23 | -9 | -4.2 | 25 | 6 | nt | 9 | nt
Nc1nc(NCC2CCCO2)nc(Nc2ccc(F)cc2)c1[N+](=O)[O-] (configuration not stated) | -14 | 2 | 96 | -31 | -0.6 | 91 | nt | 4 | 8 | -3
Cc1cc(C)nc(NC2=NC3CCCCC3N2)n1 (configuration not stated) | 3 | 2 | 70 | -64 | -1.8 | 79 | -21 | -12 | 18 | 9
CC(OC(=O)c1ccccc1NCc1ccco1)C(=O)Nc1ncc(Cl)cc1Cl (configuration not stated) | 0 | 6 | 63 | 3 | -3.3 | 63 | -35 | -17 | 3 | 0
CCN(C1CCCCC1)S(=O)(=O)c1ccc(OC)c(C)c1 | -5 | 3 | 91 | -17 | -0.8 | 93 | 12 | 15 | 7 | -3
O=C(Nc1ccccn1)C1CCN(S(=O)(=O)c2cccc3nonc23)CC1 | -1 | -2 | 95 | -25 | -1.7 | 86 | 8 | -12 | 4 | -2
CCOC(=O)C1CCN(C(=O)CN(c2cccc(C(F)(F)F)c2)S(C)(=O)=O)CC1 | -11 | 0 | 97 | -20 | -0.3 | 98 | 4 | 5 | 27 | nt

For reference, some entries already given.
SMILES | GALR2 blocker | NPY-Y2 antag | bCat KO growth | BB579 growth dn | MRP-1 activ | PTEN del growth | E-sel TNF inh | Yeast life ext | Measles CPE | Phagocyt inh
CC1=NN(C(=O)c2ccc(Cn3nc(C)c(Br)c3C)cc2)C(O)(C(F)(F)F)C1 (configuration not stated) | 5 | 0 | 51 | -18 | 5.2* | 60 | nt | -1 | 20 | -5
CCC(Oc1ccccc1)C(=O)Nc1ccccc1OC (configuration not stated) | 5 | 3 | 90 | -11 | -3.5 | 89 | 2 | -2 | 6 | -5
